Source: PubChem (several laboratories)
CAL PDZ FP-1 – blocks peptide binding to the human CAL PDZ domain; Q9HD26; purified CAL PDZ, TMR-peptide fluorescence polarization, 1 h; inhibition, % at 24.9 µM; 0.92% of 300,000 active; AID 602252;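 active means mean inhibition of at least 30% with at least half of replicates also reaching 30%; inconclusive means no clear call, values can overlap the other calls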;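 further: 0% = DMSO neutral control and 100% = excess unlabeled competitor peptide PRC23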
phage Ecoli inh – E. coli growth loss with phage present. growth absorbance. inhibition, % at 11.9 µM. 0.26% of 360,000 active; in the data active means inhibition above about 11%
SR-BI DiI-HDL act – SR-BI HDL lipid transfer activation. activation, % at 12.5 µM. 0.096% of 320,000 active. CHO ldlA[mSR-BI] cells, DiI-HDL uptake fluorescence, 3 h; 100 = double the neutral-control signal;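 active means mean replicate activation of at least 60% and every replicate at or above 60%; inconclusive means mean or all-replicate condition met, but not both; inactive means mean below 60% and not all replicates reaching 60%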;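 further: 0% = median plate neutral-control signal and 100% = twice that signal; values of inactives mirror those of a sister screen read the other way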
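Material: SR-BI-overexpressing, LDLR-lacking CHO cells | Dosing: Single compound concentration, delivered by pin transfer | Probe or stimulus: Labelled HDL, 10 µg/mL | Signal: Bottom-read cell fluorescence after medium removal, ex 550/em 595 nm | Schedule: 3 h, 37 °C | Evaluation: HDL uptake via cellular fluorescence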
SR-BI DiI inh – blocks mouse SR-BI lipid uptake from DiI-HDL; inhibition, % at 12.5 µM; ldlA[mSR-BI] CHO cells, DiI-HDL uptake fluorescence, 3 h; AID 488896; 0.96% of 320,000 active; Q61009;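 active means mean replicate inhibition of at least 70% and a set share of replicates each scoring 70 or more; inconclusive means meets just one of the two criteria; inactive means fails both criteria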;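 further: 0% = median of neutral control wells and 100% = median of positive control wells; values of inactives mirror those of a sister screen read the other way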
Target sequence (Q61009 whole entry, looked up): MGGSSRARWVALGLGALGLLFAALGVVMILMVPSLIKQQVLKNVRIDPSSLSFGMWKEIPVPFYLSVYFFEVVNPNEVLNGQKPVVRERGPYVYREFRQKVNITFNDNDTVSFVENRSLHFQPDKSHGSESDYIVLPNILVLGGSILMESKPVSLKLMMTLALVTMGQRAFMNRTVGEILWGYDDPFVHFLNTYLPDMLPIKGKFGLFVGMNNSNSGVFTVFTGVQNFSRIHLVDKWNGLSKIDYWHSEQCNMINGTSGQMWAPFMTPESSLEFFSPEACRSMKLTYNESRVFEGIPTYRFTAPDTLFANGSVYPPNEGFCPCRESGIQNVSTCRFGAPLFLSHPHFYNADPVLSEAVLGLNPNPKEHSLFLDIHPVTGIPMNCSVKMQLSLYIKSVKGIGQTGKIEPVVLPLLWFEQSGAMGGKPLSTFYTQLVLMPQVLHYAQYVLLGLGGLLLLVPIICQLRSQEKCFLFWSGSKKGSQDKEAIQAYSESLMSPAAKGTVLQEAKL
Ecoli viability – bacterial growth inhibition, counter-screen for AddAB inhibitors; 0.27% of 330,000 active; inhibition, % at 11.9 µM; E. coli V3065 growth, OD600 absorbance, 18 h;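 active means inhibition above the campaign's mean inhibition across all tested compounds plus 3 SD, cut at about 9.9% in these data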;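 further: uninfected addAB+ strain grown without phage in ampicillin broth; 0% = DMSO wells and 100% = ciprofloxacin 0.95 µg/ml wells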
Wnt bcat act – activators of Wnt/beta-catenin signaling; AID 743398; Wnt/beta-catenin reporter cell assay, activator, plate reader; 1.2% of 300,000 active; activation, % at 9.35 µM; in the data active means activation above about 30%, passing the limit was not always enough; inconclusive means no clear call, values can overlap the other calls;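 further: 0% = neutral control wells and 100% = positive control wells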
MITF act – increases MITF-driven TRPM1 promoter luciferase signal; SK-MEL-5 TRPM1-promoter luciferase, 24 h; % of positive control, neutral wells = 0; activation, % at 12.5 µM; 0.75% of 300,000 active; AID 588334;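 active means mean activation of at least 80% with every replicate also reaching 80%; inconclusive means mean reaches 80% but some replicate falls short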;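 further: 0% = neutral control wells and 100% = parthenolide positive control wells; values of inactives mirror those of a sister screen read the other way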
AddAB inh – less growth of phage-infected E. coli with AddAB | E. coli expressing H. pylori AddAB, absorbance growth | inhibition, % at 11.9 µM | 0.29% of 330,000 active; in the data active means inhibition above about 12%;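 further: 0% = vehicle wells of infected cells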
CAL PDZ FP-2 – inhibitors of human CAL PDZ peptide binding. Q9HD26. purified CAL PDZ, TMR-peptide fluorescence polarization, 1 h. inhibition, % at 20 µM. 0.02% of 330,000 active. AID 504414;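 active means highest replicate inhibition of at least 40%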;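 further: plate controls were DMSO neutral control wells for no effect and unlabeled competitor peptide control wells for full effect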
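material = purified tagged CAL PDZ domain construct (CerCALP) | buffer or medium = sodium phosphate/NaCl buffer pH 7.4 with TCEP, IgG, Thesit | reagent = TMR-labelled reporter peptide T*-PRC34 bound in PDZ groove | incubation = 1 h room-temperature incubation prior to read | measured by = fluorescence polarization (mP) | evaluation = percent inhibition from loss of millipolarization | control set = unlabelled peptide and DMSO controls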
Tat export inh – E. coli Tat transport inhibition; E. coli MC4100 TorA-mCherry Tat export, fluorescence; inhibition, % at 10 µM; 0.036% of 340,000 active; AID 488895;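 active means mean replicate inhibition at least 50% and at least half of replicates individually reaching 50%; inconclusive means only one of the two criteria met; inactive means neither criterion met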;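 further: exported cargo escapes ClpAP degradation while cytoplasmic cargo is degraded and loses fluorescence; 0% = median of neutral control wells and 100% = median of NaSCN control wells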
The depositor's hits bear a star; ? = inconclusive; · = not tested or not shown.

SMILES	CAL PDZ FP-1	phage Ecoli inh	SR-BI DiI-HDL act	SR-BI DiI inh	Ecoli viability	Wnt bcat act	MITF act	AddAB inh	CAL PDZ FP-2	Tat export inh
COc1ccc(-c2nnn(CC#N)n2)cc1OC	-0.8	0.3	6.5	-6.5	0.6	·	-7.6	5.7	-1.3	-4.7
Cn1cc(C(=O)C(=O)N2CCCCC2)c2ccccc21	·	0.8	7.4	-7.4	·	0.8	-0.6	·	0.4	-7.9
CCCNC(=O)N1c2ccccc2Sc2ccccc21	·	-1.8	-13.1	13.1	2.2	1.5	-16.6	3.2	-0.5	5.1
Cc1cc(C)cc(OCC(=O)O/N=C(\N)c2ccccn2)c1	-1.5	3.5	-3.3	3.3	-0.6	·	25.3	2.6	-1.6	3.4
CC(C)CNC(=O)c1cccc(NC(=O)c2ccco2)c1	-1.5	5.6	-1.6	1.6	-0.4	1.3	-1.0	-2.1	-0.4	-4.2
Cc1cc(C=O)c(C)n1-c1cc(C(F)(F)F)ccc1N1CCOCC1	1.0	0.0	·	·	-1.8	·	-3.5	0.2	-2.3	14.1
NC(=O)CCN(Cc1ccccc1)S(=O)(=O)c1ccccc1	-3.0	2.3	19.6	-19.6	1.0	-6.4	·	0.3	-0.6	2.7
CCOc1ccc(-n2c(SCC(=O)Nc3ccc4c(c3)OCO4)nc3c(c2=O)SCC3)cc1	·	1.1	-8.4	8.3	·	-21.2	·	·	-0.9	-7.6
CCOC(=O)c1c(C)nc2c(c1-c1ccccc1)C(=O)c1ccccc1-2	-1.0	-0.6	-25.7	25.7	0.1	·	17.8	2.0	-0.3	-5.5
O=C(NC(=O)c1ccccc1F)Nc1nc(-c2cccs2)cc(C(F)(F)F)n1	-1.1	0.1	-23.2	23.2	-2.7	0.3	-7.6	-1.5	-1.7	15.2
COc1ccc2c(c1OC)CCC2=O	-4.4	2.3	5.7	-5.7	0.3	-2.0	0.2	2.0	0.0	7.7
O=C(NC1CCCC1)c1ccc2nc(-c3ccco3)c(-c3ccco3)nc2c1	-3.2	·	-28.3	28.3	-2.3	·	8.0	-0.6	-1.9	7.5
CCOC(=O)C1(S(=O)(=O)c2ccccc2)CCN(Cc2ccc(Cl)cc2)CC1	-2.9	1.7	6.3	-6.3	-0.1	·	·	1.1	-0.9	1.2
CCN(C[C@H]1N[C@@](C)(C(=O)OC)[C@H]2C(=O)N(Cc3ccccc3)C(=O)[C@@H]12)S(=O)(=O)c1ccc(C)cc1	0.2	-0.2	17.8	-17.8	-2.7	-2.6	2.8	1.5	-0.2	-5.0
O=C(C1=C(O)C(=O)N(CCOCCO)C1c1ccccn1)c1cccs1 (stereo not drawn)	·	-1.8	-7.7	7.7	-1.3	9.1	·	-0.5	-1.6	11.3
COc1cc2c(cc1OC)CN(Cc1nc3ccsc3c(=O)[nH]1)CC2	-1.3	1.3	-1.8	1.8	-2.1	-6.3	-10.7	-1.2	-2.7	0.7
CCOc1ccc(NC(=O)c2ccc(NC(=O)CSc3nc4ccccc4c(=O)[nH]3)cc2)cc1	-2.2	2.1	-70.7	?	2.5	-5.5	4.4	-0.7	-1.3	-3.2
COc1ccc(N(CC(=O)N2CCC(C(N)=O)CC2)S(=O)(=O)c2ccccc2)cc1	·	-1.0	-1.5	1.5	-0.9	-3.2	4.9	2.3	0.3	-2.6
C/C(N)=C(/C#N)C(=O)CSc1nnc(-c2ccccc2Br)o1	-6.0	2.3	-29.8	29.8	-0.9	5.7	42.5	0.9	-0.9	7.3
COc1cc(NC(=O)c2ccc3c(c2)OCO3)ccc1NC(=O)c1cccs1	-2.2	1.8	-58.8	58.8	-2.2	0.8	10.9	3.7	-2.2	-9.2
CCNC(=O)NC(=O)C(C)OC(=O)C(C)(C)Oc1ccc(Cl)cc1 (stereo not drawn)	10.8	3.6	9.6	-9.6	0.1	·	-18.8	0.7	-1.9	-3.4
O=C(NCc1ccccc1Cl)c1cc([N+](=O)[O-])ccc1Cl	2.8	2.9	-23.0	23.0	-0.3	-2.8	5.0	0.1	-0.6	2.5
CS(=O)(=O)c1ccc(C(=O)OCC(=O)Nc2cccc(S(=O)(=O)N3CCCC3)c2)cc1	·	1.2	-20.3	20.3	-0.7	-1.8	-4.3	-2.0	-0.1	11.4
O=C(NCCc1nc2ccccc2[nH]1)c1cccc(Br)c1	-0.3	7.6	12.7	-1.4	-1.6	-2.8	-12.6	2.0	-1.7	-7.0
Cc1cccc(N2CCN(C(=O)c3cc4n(n3)C(C(F)(F)F)CC(c3ccco3)N4)CC2)c1C (stereo not drawn)	-2.2	1.1	-40.2	40.2	0.0	·	-5.3	1.9	-0.4	-1.4

In the list so far, these have an NH in an aromatic ring:
SMILES	CAL PDZ FP-1	phage Ecoli inh	SR-BI DiI-HDL act	SR-BI DiI inh	Ecoli viability	Wnt bcat act	MITF act	AddAB inh	CAL PDZ FP-2	Tat export inh
COc1cc2c(cc1OC)CN(Cc1nc3ccsc3c(=O)[nH]1)CC2	-1.3	1.3	-1.8	1.8	-2.1	-6.3	-10.7	-1.2	-2.7	0.7
CCOc1ccc(NC(=O)c2ccc(NC(=O)CSc3nc4ccccc4c(=O)[nH]3)cc2)cc1	-2.2	2.1	-70.7	?	2.5	-5.5	4.4	-0.7	-1.3	-3.2
O=C(NCCc1nc2ccccc2[nH]1)c1cccc(Br)c1	-0.3	7.6	12.7	-1.4	-1.6	-2.8	-12.6	2.0	-1.7	-7.0

Back to the main list with the 2 entries that preceded the break.
SMILES	CAL PDZ FP-1	phage Ecoli inh	SR-BI DiI-HDL act	SR-BI DiI inh	Ecoli viability	Wnt bcat act	MITF act	AddAB inh	CAL PDZ FP-2	Tat export inh
O=C(NCCc1nc2ccccc2[nH]1)c1cccc(Br)c1	-0.3	7.6	12.7	-1.4	-1.6	-2.8	-12.6	2.0	-1.7	-7.0
Cc1cccc(N2CCN(C(=O)c3cc4n(n3)C(C(F)(F)F)CC(c3ccco3)N4)CC2)c1C (stereo not drawn)	-2.2	1.1	-40.2	40.2	0.0	·	-5.3	1.9	-0.4	-1.4
CC1C(=O)NN=C1C(=O)N/N=C\c1ccc(O)cc1O (stereo not drawn)	·	3.0	-8.9	8.9	0.3	-1.8	-0.2	0.9	-0.1	1.1
CCCS(=O)(=O)c1snnc1C	-3.5	2.2	20.2	-20.2	-0.5	·	-1.1	1.7	-2.1	-6.5
C/C(N)=C(/C#N)C(=O)COC(=O)CC12CC3CC(CC(C3)C1)C2	-2.5	2.2	5.8	-5.8	0.1	·	2.2	0.1	-0.4	9.9
CCCc1cc(-n2ccnc2C)n2c(nc3ccccc32)c1C#N	-2.0	1.4	·	·	-0.3	3.1	-0.6	-0.3	-3.1	3.2
CCc1ccccc1NC(=O)CN1CCN(C(=O)CN2C(=O)NC3(CCCCC3C)C2=O)CC1 (stereo not drawn)	·	2.9	-40.4	40.4	·	-5.0	-3.8	·	0.0	0.1
COc1ccccc1-c1nc(-c2ccccc2)nc(N2CCN(C)CC2)c1C#N	-1.0	1.9	-18.6	18.6	1.0	1.6	9.6	0.4	-0.1	-0.3
Cc1ccc(-n2ncc(C(=O)NC3CC3)c2C2CCN(C(=O)OC(C)(C)C)CC2)c(C)c1	-11.0	1.2	2.9	-2.9	-2.4	0.6	2.5	1.9	-3.0	0.4
COc1ccc(/C=N/NC(=O)CCNc2n[nH]c(=O)[nH]c2=O)c(OC)c1	-1.6	4.7	-0.7	0.7	0.5	4.2	-13.6	6.0	-0.6	5.8
Cc1ccccc1NC(=O)CN(C)S(=O)(=O)c1cccc2cccnc12	2.2	2.4	-19.5	19.5	-0.4	-1.1	0.2	1.1	-0.3	2.2
O=C(/C=C/c1ccc(F)cc1)N1CCCN(C(=O)/C=C/c2ccc(F)cc2)CC1	-1.5	4.5	-25.9	25.9	2.1	2.5	-11.6	2.6	-1.0	-8.1
O=C(CC(=O)Nc1ccc(Cl)cc1)N/N=C\c1cccc(F)c1	-2.4	3.5	21.0	-21.0	0.3	-0.7	0.0	4.0	-1.8	-0.4
Cc1cccc(CSc2nncc(=O)[nH]2)c1	8.5	-1.6	8.2	-8.2	-2.1	-1.9	·	1.0	-2.7	2.0
CCOC(=O)C1=C(C)NC2=C(C1c1ccc([N+](=O)[O-])cc1)S(=O)(=O)c1ccccc12 (stereo not drawn)	-5.8	3.3	-36.8	36.8	1.4	-1.5	-4.7	-0.2	-1.1	1.0
CCS(=O)(=O)Nc1ccc(NC(C)=O)cc1	-1.1	1.4	13.4	-13.4	-1.3	0.2	1.3	-0.7	-0.7	0.3
Cc1ccc(NC(=O)c2cc(C)n(-c3ccccc3)c2C)cc1	-4.5	3.8	13.3	-13.3	2.2	-10.6	-50.4	3.1	-0.2	2.1
CCCS(=O)(=O)c1c(S(=O)(=O)CCC)c2ccc(C(C)=O)cn2c1C(=O)OC	-0.2	4.7	-10.7	10.7	2.7	-2.2	1.2	4.2	-0.3	-0.8
COc1ccc(C(=O)NCC(=O)OC2CCCCC2=O)cc1 (stereo not drawn)	-1.0	1.9	2.1	-2.1	-1.3	·	12.7	1.4	·	1.2
O=C(NNC(=O)c1ccc(S(=O)(=O)N2CCCC2)cc1)c1ccc(Br)cc1	-0.8	2.7	-19.2	19.1	·	-1.7	0.3	·	-0.7	-1.3
COc1ccc(Br)c(C(=O)NCC2CCCCC2)c1	-3.4	2.0	·	·	-0.3	-0.2	8.7	2.2	-3.1	2.2
CCOc1ccc(NC(=O)Cn2nnc(C(=O)NCc3ccccc3OC)c2N)cc1	·	2.4	-28.3	28.3	-5.2	·	-13.4	-1.1	-0.3	0.4
CCC1(CC)Cc2ccccc2-c2nc(NCCCO)[nH]c(=O)c21	-4.1	-0.5	6.0	-6.0	-0.4	1.9	-0.1	5.1	-0.2	8.4
O=C(c1ccc(S(=O)(=O)c2ccccc2Cl)c([N+](=O)[O-])c1)N1CCCCCC1	2.2	0.5	-23.3	23.3	-0.3	2.1	-48.1	1.6	0.4	-2.9
COc1ccccc1C(NC(=O)CC(C)C)c1c(O)ccc2ccccc12 (stereo not drawn)	-5.1	-5.0	-1.5	1.5	1.0	-0.6	·	1.1	0.8	2.0
COCCCNC(=S)NC1CC2CCCC(C1)N2Cc1cccs1 (stereo not drawn)	-1.2	-1.1	17.1	-17.1	1.4	-7.7	10.1	1.8	-3.0	-8.2
COc1ccc(CNC(=O)C2=CC(c3ccc(OC)cc3)=NS(=O)(=O)N2C)cc1	·	1.4	4.7	-4.7	-1.1	1.3	-6.0	0.7	-0.4	-1.7
CCC1(CC)Cc2ccccc2-c2nc3ccccc3c(=O)n21	-1.9	6.1	-3.0	3.0	1.8	0.2	4.7	1.2	-0.9	4.2
CC(C)C[C@H]1COCCS(=O)(=O)N1Cc1cccc(Cl)c1	0.0	0.3	17.1	-17.1	-0.6	-2.6	-0.5	-0.3	0.3	-1.3
